Screens (PubChem)
IEC-6 tox = cytotoxicity in IEC-6 intestinal epithelial cells, primary screen, cytotoxicity control for KLF5 inhibitor project, cell-based, luminescence; IEC-6 cytotoxicity, luminescence viability; inhibition, % at 5 µM; hit rate 0.78% among 290,000; AID 1825, 2009; in the data active = inhibition above about 22%;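 note: 0% = plate median of test compound wells and 100% = cytotoxic reference compound wells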
GSK3 alpha inh = blockers of GSK3A enzyme activity – biochemical, luminescence, cell-free homogeneous, HTS, primary screen. GSK-3 alpha kinase, ADP-Glo luminescence, 60 min. hit rate 0.1% among 320,000. AID 2650, 2010. inhibition, % at 10 µM. Glycogen synthase kinase-3 alpha (Homo sapiens), P49840;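 in the data active = inhibition above about 50%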;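 note: GST-tagged GSK-3 alpha with peptide substrate and 25 µM ATP; 0% = DMSO neutral wells and 100% = GW8510 positive control wells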
Target sequence (P49840 whole entry, looked up): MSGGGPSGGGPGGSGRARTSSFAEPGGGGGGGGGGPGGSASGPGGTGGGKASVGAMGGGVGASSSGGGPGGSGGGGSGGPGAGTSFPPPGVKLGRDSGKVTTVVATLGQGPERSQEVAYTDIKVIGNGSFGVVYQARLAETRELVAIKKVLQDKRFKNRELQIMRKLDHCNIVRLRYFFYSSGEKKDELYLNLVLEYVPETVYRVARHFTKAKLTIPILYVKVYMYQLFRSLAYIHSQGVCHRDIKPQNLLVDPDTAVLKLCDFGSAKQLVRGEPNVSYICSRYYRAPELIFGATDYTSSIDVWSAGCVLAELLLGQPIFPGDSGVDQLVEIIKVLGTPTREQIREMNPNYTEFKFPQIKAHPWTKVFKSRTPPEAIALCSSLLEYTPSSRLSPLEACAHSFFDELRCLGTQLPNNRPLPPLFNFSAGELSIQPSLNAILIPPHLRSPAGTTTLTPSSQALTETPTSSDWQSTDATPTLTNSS
HIF activator = HIF pathway transcriptional activators, primary screen, cell-based, U2OS HRE-luciferase, luminescence; U2OS HRE-luciferase reporter; normalized: DMSO 0%, desferrioxamine 100%; activation, % at 7.5 µM (by protocol); hit rate 0.32% among 300,000; AID 1910, 2009;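 active = mean activation of at least 10% of the iron chelator positive control signal, with at least half of replicates also reaching 10%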
HSF1 activator = HSF-1 activators, primary screen, NIH3T3-HGL cells, MG132 stress, luminescence, single point. NIH3T3-HGL HSF-1 luciferase reporter, 8 h; 100% = twice DMSO control signal. activation, % at 9 µM. hit rate 1.7% among 300,000;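 active = mean replicate activation of at least 50% with a set share of replicates each reaching 50%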;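 note: 0% = median of the neutral control wells and 100% = twice that signal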
GSK3beta inhib = human GSK3beta kinase inhibitors, primary screen, biochemical, cell-free homogeneous, HTS | GST-GSK3beta kinase, ADP-Glo luminescence, 60 min; hits give low values | activity score (negative = inhibition), % at 10 µM | hit rate 0.038% among 300,000 | AID 2097, 2009;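 active = more than half of replicate wells score below -50%, meaning over 50% inhibition versus plate controls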;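 note: 0% = median DMSO wells and -100% = median GW8510 positive control wells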
Target sequence (P49841 whole entry, looked up): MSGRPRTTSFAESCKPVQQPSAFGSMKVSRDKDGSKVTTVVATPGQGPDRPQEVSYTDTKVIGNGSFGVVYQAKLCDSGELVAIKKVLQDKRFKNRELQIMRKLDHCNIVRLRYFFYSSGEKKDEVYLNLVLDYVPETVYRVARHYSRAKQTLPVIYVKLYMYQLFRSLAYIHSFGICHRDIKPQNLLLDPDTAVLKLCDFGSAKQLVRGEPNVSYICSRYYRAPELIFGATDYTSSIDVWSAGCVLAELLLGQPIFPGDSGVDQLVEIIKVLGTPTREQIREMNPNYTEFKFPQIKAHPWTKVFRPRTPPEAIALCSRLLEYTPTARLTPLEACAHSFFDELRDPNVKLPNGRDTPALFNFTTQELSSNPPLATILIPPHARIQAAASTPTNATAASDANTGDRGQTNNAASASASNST
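Test system – GST-tagged human GSK3beta kinase, cell-free · Incubation – 60 min enzyme reaction, room temperature · Signal – ADP-Glo luminescence · Also added – peptide substrate and ATP at 25 µM · Controls – DMSO neutral wells and GW8510 at 20 µM as positive · Buffer or medium – Tris/MgCl2 kinase buffer · Measure – Luminescence-derived activity versus plate DMSO and GW8510 wells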
aSyn 5UTR inh = MLPCN primary screen, SNCA 5' untranslated region; alpha-synuclein 5'UTR reporter, inhibitor activity; inhibition, % (tested at 7.5 µM); hit rate 0.82% among 300,000; AID 1813, 2009; in the data active = inhibition above about 60%;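 note: H4 neuroglioblastoma cells stably carrying SNCA 5'UTR luciferase fusion; 0% = DMSO wells and 100% = positive control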
HSF1 inh = HSF1 inhibitors in luciferase reporter cells, primary screen, cell-based, NIH3T3, luminescence | NIH3T3-HGL HSE-luciferase, MG132-induced, luminescence 8 h; hits give low values | activity change, negative = inhibition, % at 7.5 µM (by protocol) | hit rate 0.77% among 300,000 | AID 2098, 2009;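 active = more than half of replicate wells show activity change below -50%, luminescence cut by over half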;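 note: luciferase reports HSF-1 transcriptional activity via heat shock element; 0% = median of DMSO wells and -100% = zero luminescence signal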
AI-2 QS mod = Vibrio harveyi AI-2 quorum sensing modulators, primary screen, JMH597 strain, luminescence/OD600 ratio. activity change, % at 7.5 µM. Vibrio harveyi JMH597 AI-2 luminescence/OD600 ratio, 9 h; hits give low values; strain lacks LuxN and CqsS sensors; 0 = neutral-control median. AID 2094, 2009. hit rate 0.4% among 300,000; in the data active = activity change below about -75%, passing the limit was not always enough;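 note: luminescence divided by OD600 gain over 9 h not by final OD600 alone; inactives centre near 13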
HSP90 refold inh = HSP90 inhibitors, primary screen, cell lysate, luminescence; Heat shock protein HSP 90 (rabbit reticulocyte lysate; luciferase refolding); Rabbit reticulocyte lysate, luciferase refolding luminescence, 3 h; inhibition, % at 5.6 µM; hit rate 0.91% among 290,000;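 active = inhibition above the screen-wide mean plus 3 SD, computed separately per campaign, cut at about 16% in these data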;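 note: 0% = DMSO wells and 100% = 60 µM geldanamycin wells; inhibitors lower the luminescence because luciferase stays unfolded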
KLF5 inh = KLF5 expression inhibitors, primary screen, DLD-1 cells, luminescence | inhibition, % at 5 µM | hit rate 0.23% among 290,000 | DLD-1 KLF5 promoter-luciferase reporter;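 active = inhibition above a per-plate limit of that plate's mean compound inhibition plus 3 SD, cut at about 60% in these data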;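 note: 0% = DMSO wells and 100% = LY294002 at 200 µM; higher means less KLF5 promoter-driven luciferase light; inactives centre near -14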
The depositor's hits bear a star; x = no result given.

Start of the data: the first 3 records, ahead of the listing:
SMILES	IEC-6 tox	GSK3 alpha inh	HIF activator	HSF1 activator	GSK3beta inhib	aSyn 5UTR inh	HSF1 inh	AI-2 QS mod	HSP90 refold inh	KLF5 inh
O=C(N/N=C/c1cc2cc3c(cc2nc1Cl)OCO3)c1ccncc1	-3	4	345*	6	2	8	10	27	3	-8
O=C(NCCc1ccccc1F)c1ccc2c(c1)OCCO2	2	-3	-5.9	-79	-2	108*	-75*	16	95*	100*
Cc1ccc(S(=O)(=O)n2nc(OC(=O)c3c(F)cccc3Cl)cc2N)cc1	4	1	0.0	15	0	-15	13	18	3	12

The listing, repeating the preview:
SMILES	IEC-6 tox	GSK3 alpha inh	HIF activator	HSF1 activator	GSK3beta inhib	aSyn 5UTR inh	HSF1 inh	AI-2 QS mod	HSP90 refold inh	KLF5 inh
O=C(N/N=C/c1cc2cc3c(cc2nc1Cl)OCO3)c1ccncc1	-3	4	345*	6	2	8	10	27	3	-8
O=C(NCCc1ccccc1F)c1ccc2c(c1)OCCO2	2	-3	-5.9	-79	-2	108*	-75*	16	95*	100*
Cc1ccc(S(=O)(=O)n2nc(OC(=O)c3c(F)cccc3Cl)cc2N)cc1	4	1	0.0	15	0	-15	13	18	3	12
CCN(CC)C(=O)CN1C(=O)NC2(CCc3ccccc3C2)C1=O (centres undefined)	-2	-1	0.3	7	3	13	-4	3	-1	-30
Cc1oc(-c2ccccc2F)nc1CS(=O)(=O)CC(=O)NCCCN1CCN(C)CC1	-3	0	-0.4	148*	7	1	100	6	1	8
CSc1ccccc1C(=O)NCCS(=O)(=O)N1CCN(c2ccc(F)cc2)CC1	x	-2	0.4	-3	2	14	-1	15	x	x
O=c1cc(O)nc(-c2ccccc2)s1	-8	0	0.1	4	3	-11	-2	10	0	-3
CC1CCCN(C(=O)c2ccc(NS(=O)(=O)c3ccc4[nH]c(=O)[nH]c4c3)cc2)C1 (centres undefined)	x	0	-0.8	2	2	7	4	21	x	x
CCn1c(/C=C/N(C)c2ccccc2)[n+](CC)c2ccc(Cl)cc21	15	10	0.1	-7	-1	1	-2	25	-1	-12
COc1cc(/C=C/C(=O)OCC(=O)Nc2ccc(S(N)(=O)=O)cc2)ccc1O	-1	1	0.0	-15	0	-3	2	4	-1	0
O=C(NC(=S)Nn1cnnc1)c1ccccc1Cl	2	-4	-0.6	-12	4	-4	-2	11	9	-49
Cc1cc2ncn(CS(C)(=O)=O)c2cc1C	-2	x	-0.3	-5	x	41	-6	x	3	-11
O=C(c1ccco1)N1CCN(Cc2ccc(F)cc2)CC1	1	-3	-0.6	-11	x	3	1	x	0	-43
O=C(COC(=O)/C=C/C(=O)OCC(=O)NC12CC3CC(CC(C3)C1)C2)NC12CC3CC(CC(C3)C1)C2	4	2	-4.5	-4	1	4	-14	24	4	3
Cc1cc(C(=O)N/N=C/c2cccnc2)cs1	-3	2	0.4	6	1	-9	5	10	-2	19
CN(C)C(=O)c1nc2ccc(Cl)cn2c1CNCc1cccc(OC(F)(F)F)c1	0	0	1.8	-8	2	-1	5	18	4	14
O=C(COc1ccc2c(c1)OCO2)NC12CC3CC(CC(C3)C1)C2	1	1	1.2	4	x	-39	1	x	5	-60
COc1ccccc1N1CCN(C(=O)c2ccncc2)CC1	-7	0	0.0	-8	1	14	4	20	-1	-1
COc1ccccc1NCC(=O)N/N=C/C=C/c1ccccc1	0	0	1.4	18	0	-49	10	24	-7	-24
O=C(N/N=C/c1ccc2c(c1)OCO2)C(=O)Nc1cccc(Cl)c1	-4	-2	-0.2	6	0	-33	8	21	-4	-37
O=C(NCC(c1ccco1)N1CCN(c2ccccc2)CC1)C(=O)NC1CC1 (centres undefined)	x	1	-0.4	6	3	0	-1	21	x	x
CCc1nn2c(=O)c(S(=O)(=O)Nc3ccc(C(C)C)cc3)c(C)nc2s1	11	-3	x	x	x	x	x	x	8	-7
COc1ccc(OC)c(NC(=O)CN(Cc2ccc(F)cc2)C2CCCCC2)c1	6	1	-0.4	3	1	18	4	30	0	-2
CN(C)C(=O)Nc1ccc(F)cc1F	4	-1	-0.1	27	-2	21	-3	-1	-1	-20
CC(C)c1ccc(NC(=S)NCc2cccs2)cc1	4	4	0.9	32	-12	-86	15	-40	1	-54
CC1(C)CC(NC(=O)Cc2ccc(Cl)cc2)CC(C)(C)N1	0	-5	1.4	30	0	12	0	19	0	-14
COc1ccc(S(=O)(=O)Oc2ccc(C(=S)N3CCOCC3)cc2OC)cc1	1	16	-3.6	4	2	2	7	32	-4	-17
CCOc1cccc(CNCCO)c1OCc1ccc(Cl)cc1	2	9	-0.4	21	-3	-21	12	32	2	0
Cc1cc2c(cc1C)C(=O)NC(C)(C)C2	1	6	0.8	-3	-2	5	-4	14	0	-21
CN(Cc1ccccc1)C(=O)c1cccc(N2C(=O)C3CC=CCC3C2=O)c1 (centres undefined)	-5	-1	-31	7	2	5	-5	7	-1	-25
CCC(C)NC(=O)c1ccc(CSc2nc3ccncc3n2Cc2ccc(F)cc2)cc1 (centres undefined)	1	-1	0.7	-14	-3	11	7	22	3	-20
CC(=O)CCC(=O)NCCc1ccccc1F	-2	-4	0.5	0	1	-63	2	5	-1	-27
O=c1c2nnn(-c3cccc(F)c3)c2ncn1Cc1ccccn1	-4	-2	-0.4	6	-4	14	-6	15	1	-7
COc1ccc(/C=C(/NC(=O)c2ccco2)C(=O)NCCc2ccccc2)cc1	7	2	-0.1	-5	2	-12	-5	7	0	-8
COc1cccc(NC(=O)Nc2cccn(Cc3ccccc3)c2=O)c1	2	1	1.2	37	1	-34	8	-16	-1	-2
COc1cccc(N(CC(=O)N2CCCCCC2)S(C)(=O)=O)c1	-2	-2	-1.1	2	0	-17	1	13	-2	-25
O=C(Nc1cccc(S(=O)(=O)N2CCCCC2)c1)c1ccccn1	0	0	0.2	-5	1	-1	2	0	-2	-41
Cc1nnc(SCC(=O)Nc2nsc(-c3ccccc3)n2)s1	-6	0	0.8	-5	-2	-38	-5	18	-1	-31
CS(=O)(=O)N(CC(=O)N/N=C/c1ccco1)c1ccccc1Br	-3	-4	-0.2	-3	0	10	-6	1	0	-22
Cc1ccccc1NC(=O)N1CCCN(c2ccc(C#N)cn2)CC1	-5	0	0.3	2	-3	-4	-6	21	-4	-30
O=C(NC(N1CCOCC1)C(Cl)(Cl)Cl)c1ccc(F)cc1 (centres undefined)	5	-1	-0.6	-4	0	1	-2	7	0	-11
CNC(=O)c1csc(-c2ccncc2)n1	0	1	-0.3	15	2	-1	-2	7	1	-12
CSc1ccc(C(=O)C2CCCN(C(=O)c3cccnc3SC)C2)cc1 (centres undefined)	-1	5	0.1	25	-4	12	21	8	-1	-21
Cc1ccc(S(=O)(=O)N2CCC(=O)N(CCOCc3ccc(Cl)cc3)CC2)cc1	4	-3	0.5	-28	2	-4	-5	13	4	0
COc1cc2c(c(OC)c1OC)-c1ccc(OC)c(=O)cc1[C@@H](N(C)CC#CCO)CC2	93*	6	-0.9	-28	4	87*	-21	4	-1	81*
Cc1ccc(N2C(=O)N(CC(=O)Nc3cc(Cl)ccc3C)C(=O)C2C)cc1 (centres undefined)	x	x	-0.2	2	-1	5	-1	9	x	x
C=CCS(=O)(=O)c1cccc2cccnc12	8	0	-0.1	21	3	29	5	7	3	-18
CS(=O)(=O)Nc1ccc(C(=O)NCCSCc2ccco2)cc1	5	1	0.0	12	1	-26	0	32	3	-31
Cc1ccccc1CN1C2=NCCN2c2ccccc21	5	1	-1.5	-39	4	19	-26	11	5	-8
CCCCOc1ccc(C(=O)Nc2ccc(SC(F)F)cc2)cc1OC	2	-3	0.6	24	1	-29	6	15	4	-16

Additional entries
SMILES	IEC-6 tox	GSK3 alpha inh	HIF activator	HSF1 activator	GSK3beta inhib	aSyn 5UTR inh	HSF1 inh	AI-2 QS mod	HSP90 refold inh	KLF5 inh
O=C(c1noc2c1CCCC2)N1CCN(c2ccccc2)CC1	-12	-5	0.8	-1	1	-31	2	4	0	-13
O=C(COC(=O)CCC(=O)c1ccc(Cl)cc1)NC1CC1	11	-1	-0.1	-8	-11	-4	-1	1	8	-1
CCN1CCN(CC(=O)c2cc(Cl)ccc2Cl)CC1	3	-1	-0.8	-7	-2	-3	-3	29	0	-17
CCN(CC(=O)NCc1ccc(F)cc1)C(=O)CN1CCN(c2ccc(OC)cc2)CC1	1	-4	-1.0	-2	0	2	-7	5	4	-13
C/C(=N\OCC(=O)N/N=C/c1ccccc1)c1cccs1	5	-3	-0.1	-7	-1	7	2	16	6	-9
CCOc1ccccc1NC(=O)COC(=O)C1CC(=O)N(c2c(C)cccc2C)C1 (centres undefined)	1	0	-1.5	-10	0	7	5	22	-4	-20
CC1CCCCN1CC(=O)NC(c1ccccc1)c1ccccc1 (centres undefined)	-1	4	-0.4	-5	0	-2	4	2	-3	-23
CCOc1cc(CO)ccc1OCC(=O)N1CCCCC1	-1	-1	-0.4	-5	-1	13	-7	42	0	-35
O=C(Cc1ccccc1)N1CCN(C(=O)c2ccc([N+](=O)[O-])cc2)CC1	-8	-3	0.0	4	-1	-5	-1	5	0	-25
COc1cccc(-c2cc(C(=O)NC3CCCCC3)no2)c1	0	2	1.5	24	-4	-202	20	1	1	-151
N#Cc1ccc(Oc2ccc(S(=O)(=O)N3CCOCC3)cn2)cc1	x	-1	-0.1	-16	-2	2	-5	21	x	x
O=C1NC2(CCCCCC2)Oc2ccccc21	0	0	-0.5	-7	4	10	4	9	0	9
COC(=O)c1ccccc1NC(=O)c1cc(OC)cc(OC)c1	4	-6	0.0	-4	-1	14	-2	12	1	-35
CC(=O)N(CCP(=O)(c1ccccc1)c1ccccc1)Cc1ccco1	4	0	x	x	2	x	x	15	4	-19
COC(=O)c1cc(NC(=O)c2cc(-c3ccc(Cl)cc3)oc2C(F)(F)F)ccc1N1CCOCC1	3	-1	-0.4	15	-1	-8	6	x	1	3
O=c1c2cc(O)c(O)cc2oc2cc(O)c(C3OC(CO)C(O)C(O)C3O)c(O)c12 (centres undefined)	x	2	0.1	0	3	17	-1	14	x	x
O=C(Nc1ccc(Br)cc1)c1ccc(CSC2=NCCS2)cc1	-3	-1	1.9	32	2	-132	12	6	-1	-22
CCOc1ccc(-n2c(Cc3cc(=O)[nH]c(=O)[nH]3)nnc2SC(C)C(=O)OC)cc1 (centres undefined)	5	0	x	3	3	-1	-4	21	2	-30

Outcome played no part in choosing rows; any-hit rate near 4.7%.
